MC4R antagonist: blocks human MC4R cAMP signaling; P32245; MC4R-expressing cells, MTII-stimulated cAMP, LANCE TR-FRET; inhibition, % at 6.5 µM; 0.48% of 360,000 active; AID 540295;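 active = inhibition above its plate's cutoff, the mean of tested wells on that plate plus 3 SD, cut at about 29% in these data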;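 note: 0% = Melanotan II alone and 100% = Melanotan II plus saturating MCL0020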
Target sequence (P32245 whole entry, looked up): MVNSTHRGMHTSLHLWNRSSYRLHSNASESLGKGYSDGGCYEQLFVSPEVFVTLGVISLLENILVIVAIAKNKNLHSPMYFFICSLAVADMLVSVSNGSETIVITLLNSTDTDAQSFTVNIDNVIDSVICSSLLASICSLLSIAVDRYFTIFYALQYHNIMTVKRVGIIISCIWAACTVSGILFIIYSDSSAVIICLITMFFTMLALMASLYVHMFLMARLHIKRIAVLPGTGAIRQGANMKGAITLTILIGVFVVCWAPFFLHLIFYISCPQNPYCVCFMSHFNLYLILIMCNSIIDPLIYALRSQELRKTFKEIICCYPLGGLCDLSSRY
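Test system: U2OS cells stably expressing human melanocortin 4 receptor (MC4R); also added: Melanotan II challenge; compound: 6.5 µM single dose; timing: 30-min compound preincubation, 1-h Melanotan II challenge, 1-h detection, room temperature; signal: Eu-cAMP/anti-cAMP TR-FRET, emission 671 nm; repeats: one well per compound, no replicates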
aDG glyco act: alpha-DG glycosylation activation; activation, % at 10 µM; 0.22% of 360,000 active; AID 624168; Pro5-aDG cells, alpha-DG glycosylation AlphaScreen (IIH6); 0% Pro5, 100% B10-LARGE cell signal;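 active = activation of at least 8% versus controls, or a plate z-score of at least 8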;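 note: Pro5 are CHO cells carrying HIG-tagged alpha-DG that lacks glycosylation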
CaV13 ICDI inh: Disruptors of the CACNA1D IQ motif to Ca2+-dependent inactivation inhibitor domain association, primary screening, Förster resonance energy transfer in intact living …; HEK cells, CFP/YFP FRET ICDI-IQ, plate reader, 10 min; percent FRET-ratio fall versus neutral wells; inhibition, % at 12.3 µM; 0.098% of 340,000 active; AID 743397;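 active = mean replicate inhibition of at least 30% and at least 1% of replicates passing that level; inconclusive = only one of the two criteria is met; inactive = neither criterion is met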;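 note: 0% = median of the neutral control wells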
ABCB6 inh 2: blocks the human ABCB6 transporter | AID 602162 | K562-ABCB6 porphyrin accumulation, flow cytometry, 1 h; stronger effect = lower value | 0.19% of 360,000 active | Q9NP58 | fluorescence ratio to DMSO, % at 10 µM;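 active = fluorescence ratio to DMSO below 75%, the collection mean minus 3 SD; inconclusive = too few cells collected in the well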;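 note: signal is porphyrin accumulated inside mitochondria; 100% equals median channel fluorescence of DMSO control wells; lower ratio means ABCB6 inhibition with less porphyrin fluorescence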
m5-HT2A agonist: mouse HTR2A agonism via beta-arrestin recruitment; activation, % at 7.6 µM; 0.66% of 360,000 active; P35363; CHO-K1 mHTR2A beta-arrestin complementation, luminescence; percent of 30 µM serotonin response;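 active = activation above a run cutoff, the mean activation of all tested compounds plus 3 SD, cut at about 14% in these data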;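 note: 0% = plate median of compound wells and 100% = 30 µM serotonin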
Target sequence (P35363 whole entry, looked up): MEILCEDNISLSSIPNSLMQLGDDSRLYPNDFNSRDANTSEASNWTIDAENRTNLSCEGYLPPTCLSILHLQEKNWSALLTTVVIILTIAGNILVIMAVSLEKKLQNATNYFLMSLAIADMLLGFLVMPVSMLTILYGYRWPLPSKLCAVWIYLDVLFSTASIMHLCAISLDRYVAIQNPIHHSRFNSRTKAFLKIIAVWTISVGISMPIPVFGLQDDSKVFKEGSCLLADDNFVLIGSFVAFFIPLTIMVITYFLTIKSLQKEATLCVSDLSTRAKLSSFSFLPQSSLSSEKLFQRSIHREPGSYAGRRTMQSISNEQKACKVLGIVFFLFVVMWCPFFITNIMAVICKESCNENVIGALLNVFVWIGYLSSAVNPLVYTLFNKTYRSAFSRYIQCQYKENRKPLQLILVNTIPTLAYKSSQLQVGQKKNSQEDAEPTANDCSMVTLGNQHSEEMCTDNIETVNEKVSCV
Vif inh: HIV Vif inhibition; HEK293T cells, Vif self-association by quenched fluorescence, imaging, 24 h; inhibition, % at 7.49 µM; 0.35% of 340,000 active; in the data active = inhibition above about 50%, passing the limit was not always enough; inconclusive = no clear call, values can overlap the other calls; inactive = below about 31%; note: some results filed as inactive read as strong as hits
N-glyco inh: blocks N-linked glycosylation in D54 reporter cells. D54 ERlucT glycosylation luciferase reporter, 24 h; percent of 100 nM tunicamycin response. reporter increase, % at 12.5 µM. 0.23% of 360,000 active. AID 588692;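 active = mean luciferase reporter signal, scaled so untreated is 0 and the glycosylation-blocking control 100, at or above a set limit in every replicate; inconclusive = mean reaches the limit but not every replicate does; inactive = mean below the limit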;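 note: luciferase carries N-glycosylation sites so blocking glycosylation raises the light; 0% = median of neutral control wells and 100% = median of 100 nM tunicamycin wells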
H9c2 protect: modulators protecting cardiomyocytes from myocardial damage; 0.63% of 360,000 active; H9c2 cardiomyocytes, H2O2 injury protection, ATPLite, 2 h; protection from H2O2 cell death, % at 20 µM;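 active = compounds giving at least 50% protection of heart cells from peroxide-induced death in the single-dose screen, raw or plate-pattern-corrected value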;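 note: 0% = DMSO wells with peroxide and 100% = DMSO wells without peroxide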
PDI inh: blocks human protein disulfide isomerase activity; inhibition, % at 10 µM; PDI insulin aggregation turbidity, A650, 90 min; P07237; 0.052% of 350,000 active; AID 588391;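 active = mean inhibition across replicates of 30% or more, whatever share of single replicates reach that level; inconclusive = mean inhibition below 30% while every single replicate reaches 30%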;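 note: absorbance from insulin aggregation driven by PDI reduction with DTT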
MC4R barr agon: activates human MC4R beta-arrestin recruitment; 0.98% of 360,000 active; U2OS MC4R beta-arrestin complementation, luminescence; percent of melanotan II response, DMSO zero; activation, % at 8.9 µM; AID 540308;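 active = activation above a per-plate cutoff, the mean activation of sample wells on that plate plus 3 SD, cut at about 8% in these data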
Starred values were filed as active, the others as inactive; ? = inconclusive; . = no result given; & = joins results of further samples.

SMILES	MC4R antagonist	aDG glyco act	CaV13 ICDI inh	ABCB6 inh 2	m5-HT2A agonist	Vif inh	N-glyco inh	H9c2 protect	PDI inh	MC4R barr agon
CN(CCCNC(=O)c1cc2c(Cl)nc3ccccc3c2s1)Cc1ccccc1	6	2.5	-4	101	-5	-3	-3	2	0	3.2
Fc1ccc(CNC(=S)NC2CCCC2)cc1	-3	0.7	-19	104	-5	11	-1	-2	5	-1.3
Cc1ccc(S(=O)(=O)N2CC=C(N)N2)cc1	-4	0.3	-6	104	-4	3	3	4	-9	-1.6
CC(C)CCOc1ccc(/C=N/N2C(=O)CSC2=S)cc1	-1	0.0	-3	97	-7	-1	-4	-7	-2	-1.8
O=C(COc1ccc2c3c(c(=O)oc2c1)CCC3)NCc1ccccn1	-1	-0.1	-4	96	8	2	-1	2	5	-2.0
C/C(=N\OCC(=O)OCC(=O)N(Cc1ccccc1)C(C)(C)C)c1ccc2c(c1)OCO2	13	0.2	-5	104	4	-4	4	-2	0	-0.5
Cc1ccc(NC(=O)CSc2sc3c(O)cc(=O)[nH]c3c2C#N)c(F)c1	-1	0.0	-2	100	3	-7	2	0	-5	0.7
O=C(CCCn1c(=S)[nH]c2cc3c(cc2c1=O)OCO3)N1CCN(c2ncccn2)CC1	-1	0.0	-6	105	1	-5	-2	10	3	2.2
N#C/C(=C\c1ccc(OCCN2CCOCC2)cc1)C(=O)Nc1ccccc1	3	0.0	-8	103	-1	0	-1	6	-2	-2.6
Clc1ccc(Cn2ncc3c(N4CCCCC4)ncnc32)cc1	-5	-0.1	.	95	-6	.	-1	-2	7	-0.4
COc1ccc(/C=C2\SC(=S)N(CCC(=O)NCCc3ccc(O)cc3)C2=O)cc1	10	0.5	-7	96	3	-9	-1	-5	-4	-1.4
CC(C)Oc1ccc(C2CC(=O)N(c3cccc(Br)c3)C2=O)cc1 (configuration not stated)	5	-0.2	-4	96	0	-6	3	-7	-3	0.3
CCCC(=O)Nc1c(-c2cccs2)c(=O)c2ccccc2n1C	17	0.0	-7	93	0	3	5	4	-3	0.5
COc1ccc(C(=O)Nc2c(N)nc(SCC(=O)Nc3ccc(NC(C)=O)cc3)[nH]c2=O)cc1	-1	1.2	-2	91	0	.	.	-1	-11	-0.1
COc1ccccc1-c1nnc(SC(C)C(=O)NCC2CCCO2)n1C (configuration not stated)	4	0.2	-7	101	6	1	-1	-4	6	-3.5
COc1ccccc1C(=O)NC(=S)Nc1ccccc1N1CCCCC1	2	-0.3	-6	90	-1	-2	-7	7	-3	-2.8
COc1ccccc1C(=O)NNC(=O)C1CCN(C(=O)OC(C)(C)C)CC1	4	0.0	-3	101	0	-7	1	2	10	-1.3
CCC(=O)NCCCOc1ccccc1	1	-0.3	-10	101	0	5	0	0	-1	-0.8
COc1cccc(C(=O)C2CCCN(C(=O)CCC3=NNC(=O)CC3)C2)c1 (configuration not stated)	-1	0.5	14	102	3	6	2	-6	-10	2.6
C[C@H](CO)N1C[C@H](C)[C@@H](CN(C)S(C)(=O)=O)Oc2ccc(NC(=O)Nc3ccccc3)cc2C1=O	-1	0.1	-11	98	3	3	1	2	-4	-0.4
Cc1ccc(N2C(=O)CS/C2=C(\C(Cl)=C(Cl)Cl)[N+](=O)[O-])cc1	-8	0.3	-9	119	2	.	2	69*	-2	-1.4
CSc1ccccc1C(=O)NC1CCSc2ccccc21 (configuration not stated)	-4	0.0	-6	100	0	-4	3	-7	5	1.2
CCN(C(=O)CSc1nnc(C2CC2)n1-c1ccccc1)C1CCS(=O)(=O)C1 (configuration not stated)	5	1.0	-6	109	6	3	2	5	-1	0.3
FC(F)(F)c1nc2ccccc2nc1N/N=C\c1ccccc1	19	0.3	.	105	0	?	0	-8	0	2.2
Cc1ccc(NC(=O)Nc2nnc(Cc3ccc(F)cc3)s2)cc1	2	-0.1	-2	94	-3	-3	-2	0	2	2.4
(next part)
SMILES	MC4R antagonist	aDG glyco act	CaV13 ICDI inh	ABCB6 inh 2	m5-HT2A agonist	Vif inh	N-glyco inh	H9c2 protect	PDI inh	MC4R barr agon
CCOC(=O)c1cc(N)cc([N+](=O)[O-])c1	20	-0.1	-3	104	2	.	4	-5	-3	1.4
Cc1ccc(/C=C/S(=O)(=O)NCC(=O)OCC(=O)Nc2ccc(C(=O)N(C)C)cc2)cc1	6	-0.3	-12	97	-5	35	3	0	1	0.3
COCCn1c(=O)[nH]c(=O)c2c1nc(-c1cc(Br)c3c(c1)OCO3)n2Cc1ccccc1	3	-0.1	4	95	0	17	6	5	4	-1.6
CCN=C1Sc2nc3ccc(OCC)cc3cc2CN1CCOC	-1	0.0	-4	98	0	-2	-2	3	7	3.7
O=C(N/N=C/c1cc([N+](=O)[O-])cc([N+](=O)[O-])c1O)C(O)(c1ccccc1)c1ccccc1	6	-0.3	-5	96	-4	6	3	-2	-1	-3.4
NC(CSC1(c2ccccc2)c2ccccc2-c2ccccc21)C(=O)O (configuration not stated)	4	0.4	-6	91	4	0	-2	3	6	0.8
Nc1ncnc2sc3c(c12)CCNC3	4	0.1	-20	97	6	3	-1	17	6	-0.2
COc1ccc(CCNC(=O)C2CCN(S(=O)(=O)c3c(C)noc3C)CC2)cc1OC	0	0.1	-4	101	8	.	2	-7	2	3.1
COc1ccc(CCn2c(N)cc(=O)[nH]c2=O)cc1OC	-2	0.2	-15	99	1	-5	4	2	-51	-0.2
CC(=O)c1cnn(-c2ccccc2)c1C	-4	0.3	-7	96	3	-23	-1	-4	-7	3.5
COc1ccc(CCNC(=O)CN(c2ccc(OC)c(OC)c2)S(=O)(=O)c2ccccc2)cc1OC	-2	-0.1	-3	100	0	.	0	7	-8	-0.3
O=C(NS(=O)(=O)Oc1ccc(Cl)cc1)OC[C@@H]1CCCN2CCCC[C@H]12	-2	-0.1	7	102	-2	3	5	2	-9	-0.2
O=C(NNc1c(Cl)cncc1Cl)c1cccs1	-4	0.1	-5	101	2	-5	-1	1	-6	-0.8
Cc1ccc(CNC(=O)Cn2ccc3cc(S(=O)(=O)N4CCCC4)ccc32)o1	5	-0.2	-3	97	7	-1	1	2	-3	-0.5
Cc1cc(C)cc(NC(=O)c2c(C)nc3ccccn23)c1	-9	0.5	9	94	4	-23	3	-6	-2	1.3
Cc1cc2c(cc1S(=O)(=O)Nc1cccc(F)c1C)NC(=O)CO2	2	0.4	8	97	-4	8	-2	-11	-1	-1.7
O=C1CN(C(=O)C2CCCC2)CCN1	21	-0.1	-2	108	4	-5	1	14	-12	-0.1
O=C(Nc1ccc2nc([C@@H]3O[C@H](CO)[C@@H](O)[C@H](O)[C@H]3O)[nH]c2c1)NC(c1ccccc1)c1ccccc1	19	0.0	13	106	2	3	2	1	-9	2.1
CCN(CC)C(=O)CSc1nc(-c2ccccc2)ccc1C#N	10	0.0	-6	98	-1	-6	1	3	7	-3.2
CC1CCc2[nH]c3ccc(C(=O)N(C)CC(=O)Nc4ccccc4Br)cc3c2C1 (configuration not stated)	1	-0.1	-6	93	-1	2	3	2	-5	-3.7
NS(=O)(=O)c1ccc(N/N=C/c2cn(-c3ccccc3)nc2-c2ccccc2)c([N+](=O)[O-])c1	0	-0.3	0	90	-2	-1	20	-17	1	4.0
Cc1ccc(NC(=O)c2ccc(S(=O)(=O)N3CCCCCC3)cc2)nc1	-10	-0.1	-16	98	-3	-27	-4	-4	-2	-2.5
COc1ccc(S(=O)(=O)N(CC(=O)NC2CC2)Cc2ccccc2)cc1	6	-0.1	-2	95	-4	-8	-1	-1	-5	-0.2
O=C(NCCCO)C(=O)c1c(-c2ccccc2)cc2ccccn12	4	0.1	-4	93	3	-4	2	-6	7	-2.6
Cc1nnc(SCC(=O)NCc2ccco2)n1-c1ccccc1	-3	1.0	-4	100	1	3	3	0	-4	0.0
Continued.
SMILES	MC4R antagonist	aDG glyco act	CaV13 ICDI inh	ABCB6 inh 2	m5-HT2A agonist	Vif inh	N-glyco inh	H9c2 protect	PDI inh	MC4R barr agon
COc1cc(-c2nc(-c3ccc4c(c3)-c3ccccc3S4(=O)=O)c(-c3ccccc3)[nH]2)cc(OC)c1O	7	-0.8	-5	91	3	-12	-5	38	2	-0.3
COc1ccc(C(=O)COC(=O)c2cc(=O)c3ccccc3o2)c(OC)c1	-7	-0.4	-15	88	4	.	-6	2	-1	1.1
CCOC(=O)c1cc(NC(=O)C2C3C=CC(O3)C2C(=O)O)cc(C(=O)OCC)c1 (configuration not stated)	0	-0.1	-5	95	4	-6	-1	3	3	-1.5
CSCCC(NC(=O)c1ccccc1Br)C(=O)NNC(=O)c1csc(N2CCOCC2)n1 (configuration not stated)	11	0.3	-6	104	7	0	2	2	0	-3.6
CC1C/C(=C/c2ccncc2)C(=O)/C(=C/c2ccncc2)C1 (configuration not stated)	31*	-0.2	-7	105	6	17	-22	-17	0	-0.9
COc1ccccc1-n1cnc2cc(NC(C)=O)ccc21	2	-0.1	-4	96	2	9	1	3	-8	-3.0
CCOC(=O)c1c(-c2ccccc2)csc1NC(=O)CSc1nc(C)cc(C)n1	3	0.8	-4	99	-4	0	-7	-9	-5	-2.1
OCC[C@@H]1C[C@H](O)[C@@H](O)[C@@]2(OCCc3ccccc32)O1	8	-0.3	.	94	4	-4	0	-8	-5	0.9
CC1CN(C2CCCCC2)C(=S)N(c2ccccc2)C1=O (configuration not stated)	5	-0.1	-6	96	0	6	2	4	0	-1.3
CC1(C)SC2C(NC(=O)COc3ccccc3)C(=O)N2C1C(=O)O (configuration not stated)	0&1	0.1&0.5	-4&-7	98&95	-1&0	6&0	4&1	10&3	-2&0	-1.2&-0.4
Cn1c(CNC(=O)c2ccc(Cl)cc2)nnc1SCC(=O)NC1=NCCS1	8	-0.1	-3	95	2	-7	4	0	18	-1.0
O=C(NC(Cc1c[nH]c2ccccc12)C(=O)O)c1cccs1 (configuration not stated)	2	-0.2	-2	102	-1	5	3	-2	-1	-1.6
Fc1ccc(-c2cc(C(F)(F)C(F)F)[nH]n2)cc1	2	-0.1	-5	97	-9	-5	-4	-9	-1	-0.6
CCc1ccc(NC(=O)CC2C(=O)N(c3cccc(C)c3)C(=O)N2C2CC2)cc1 (configuration not stated)	16	0.0	-6	94	-4	11	3	4	.	0.0
Cc1ccc(NC(=O)c2c(C)nn(-c3ccccc3)c2Cl)c(C)c1	8	0.0	0	102	0	-6	-1	0	-14	-1.0
CCCCNC(=O)NC1C(NC(=O)NCCCC)N(C)C(=O)N1C (configuration not stated)	-2	-0.2	-2	99	3	-6	2	5	3	0.0
O=C(CN1C(=O)C2C3C=CC(C3)C2C1=O)Nc1ccc2nccnc2c1 (configuration not stated)	-2	0.0	-4	98	-2	0	0	22	-3	-0.8

Screens from PubChem.
